Tb PGK inh = qHTS Assay to Find Inhibitors of Phosphoglycerate Kinase. PGK/GAPDH coupled, Kinase-Glo luminescence, 60 min. 380,000 compounds, 0.043% hits. Phosphoglycerate kinase, glycosomal (Trypanosoma brucei brucei), P07378. AID 602233, 2012. Potency, µM (highest dose often 57.5 µM), without a hit: at the highest dose activity change, negative = inhibition, hits mostly inhibitors; also: % is scaled to controls: 0 for no effect and ±100 for the full control effect; nearly all actives have a fitted effect of over 60% in size
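Recombinant glycosomal PGK reaction used 1,3-bisphosphoglycerate generated in-well by GAPDH (100nM final) in 100mM TEA pH 7.6, 5mM MgCl2, 0.01% Tween-20. After 60 minutes at room temperature, ATP was read by Kinase-Glo Plus luminescence end-point.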
BAZ2B block = qHTS Assay for Inhibitors of BAZ2B. Bromodomain adjacent to zinc finger domain protein 2B (Homo sapiens), Q9UIF8. AlphaScreen BAZ2B-H3K14Ac peptide displacement. Potency, µM (titrated, usually from 114 µM), for inactives: at the top dose activity change, negative = inhibition, actives largely listed as inhibitors. 360,000 compounds, 4.4% hits. AID 504333, 2011; also: % is scaled to controls: 0 for no effect and ±100 for the full control effect; nearly all actives have a fitted effect of over 60% in size
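Complex of BAZ2B and biotin-H3K14Ac (50 nM apiece) forms over 30 min at RT, then faces library compounds up to 110 uM for another 30 min; AlphaScreen beads added, 20 min dark incubation, luminescence read.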
BLM helicase inh = qHTS Assay for Inhibitors of Bloom's syndrome helicase (BLM) | recombinant BLM DNA unwinding, fluorescence dequenching | Potency, µM (highest dose often 56.1 µM), without a hit: top-dose activity change, negative = inhibition, actives largely listed as inhibitors | 350,000 compounds, 0.2% hits | AID 2528, 2010;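 also: plate controls were vehicle for no effect and no enzyme for full effect; nearly all actives have a fitted effect of over 35% in size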
Pol iota inh = qHTS for Inhibitors of Polymerase Iota; DNA polymerase iota (Homo sapiens), Q9UNA4; Pol iota fluorescent replication assay, 10 min; Potency, µM (titrated, usually from 115 µM), for the others: at the top dose activity, negative = inhibition, usual class: inhibitors; 390,000 compounds, 1% hits; AID 588590, 2011
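Pol iota at 10 nM preincubated 15 min with compounds at room temperature; reaction started with fluorescent substrate, 50 nM final. Fluorescence read kinetically at 0 and 10 min; buffer-only wells as negative control.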
GLS inhibitor = qHTS for Inhibitors of Glutaminase (GLS); Glutaminase kidney isoform, mitochondrial (Homo sapiens), O94925; GLS enzymatic activity, qHTS titration; Potency, µM (highest dose often 45.5 µM), for the others: at the highest dose activity change, negative = inhibition, usual class: inhibitors; 410,000 compounds, 0.21% hits; AID 624170, 2012; also: % is scaled to controls: 0 for no effect and ±100 for the full control effect
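Assay buffer: 45 mM KH2PO4 pH 8.2, 0.02% Tween-20. hKGA acts on L-glutamine (1 mM solution added); product glutamate is reported by an oxidase/peroxidase Amplex Red coupling, with fluorescence taken at baseline and 30 min.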
G9a inh = qHTS Assay for Inhibitors of Histone Lysine Methyltransferase G9a. Histone-lysine N-methyltransferase EHMT2 (Homo sapiens), Q96KQ7. G9a H3K9 monomethylation, AlphaScreen, 2 h. Potency, µM (titrated, usually from 102 µM), for the others: top-dose activity, negative = inhibition, most hits filed as inhibitors. 350,000 compounds, 8.8% hits. AID 504332, 2011; also: % is scaled to controls: 0 for no effect and ±100 for the full control effect; nearly all actives have a fitted effect of over 75% in size
Target sequence (Q96KQ7 913-1193 limits assumed): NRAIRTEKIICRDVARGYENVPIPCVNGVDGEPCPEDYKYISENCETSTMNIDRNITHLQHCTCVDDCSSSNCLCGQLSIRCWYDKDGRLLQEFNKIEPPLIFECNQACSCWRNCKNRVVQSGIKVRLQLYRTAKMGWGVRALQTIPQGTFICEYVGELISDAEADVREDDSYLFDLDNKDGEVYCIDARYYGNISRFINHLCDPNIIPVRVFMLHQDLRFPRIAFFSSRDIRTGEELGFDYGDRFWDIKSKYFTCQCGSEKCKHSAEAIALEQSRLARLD
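Step 1: enzyme (final 20 nM) with compound, 15 min RT. Step 2: substrate peptide 500 nM and SAM 20 uM, 2 h RT. Step 3: anti-H3K9me1 antibody and AlphaScreen beads, 10 min, then plate read.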
JMJD2A Tudor inh = qHTS Assay for Inhibitors of JMJD2A-Tudor Domain; AlphaScreen JMJD2A-Tudor / H3K4me3 peptide binding; Potency, µM (series often up to 114 µM), inactives show top-dose activity change, negative = inhibition, hits mostly inhibitors; 390,000 compounds, 4.4% hits; AID 504339, 2011; also: % is scaled to controls: 0 for no effect and ±100 for the full control effect; nearly all actives have a fitted effect of over 50% in size
HP1b binding inh = HTS for Inhibitors of HP1-beta Chromodomain Interactions with Methylated Histone Tails. Chromobox protein homolog 1 (Homo sapiens), P83916. 390,000 compounds, 0.56% hits. Potency, µM (top dose mostly 114 µM), for the others: top-dose activity change, negative = inhibition, actives largely listed as inhibitors. AID 540317, 2011. AlphaScreen HP1-beta / biotin-H3K9me3 peptide binding; also: nearly all actives have a fitted effect of over 70% in size; inactives centre near 23
Target sequence (P83916 whole entry, looked up): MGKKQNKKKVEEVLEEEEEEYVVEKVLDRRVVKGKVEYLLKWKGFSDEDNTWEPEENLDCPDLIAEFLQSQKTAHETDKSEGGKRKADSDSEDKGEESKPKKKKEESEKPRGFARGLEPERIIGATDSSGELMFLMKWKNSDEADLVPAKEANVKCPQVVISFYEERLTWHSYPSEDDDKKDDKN
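HP1-beta protein (50 nM final) preincubated 30 min at room temperature with biotinylated H3(1-18)K9me3 peptide (50 nM) in PBS pH 7.4, 0.01% Tween-20, then compound added for 30 min. AlphaScreen streptavidin donor/nickel chelate acceptor beads (10 ug/mL final), 30 min dark, luminescence read.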
Pin1 inhibitor = qHTS Assay to Find Inhibitors of Pin1. Peptidyl-prolyl cis-trans isomerase NIMA-interacting 1 (Homo sapiens), Q13526. Pin1 FP peptide displacement, HiFluor488, 10 min. Potency, µM (highest dose often 115 µM), inactives show at the highest dose activity, negative = inhibition, actives largely listed as inhibitors. 390,000 compounds, 0.009% hits; active = well fitted inhibition curve with a large enough effect in the polarisation, with a control signal flat, not every such curve was filed as active; inconclusive = small, poorly fitted or top-dose-only effect, or effect the other way, or a change in a side signal; inactive = no such curve, though single readings can be large or run the other way; the % refers to the polarisation; also: % is scaled to controls: 0 for no effect and ±100 for the full control effect
Target sequence (Q13526 whole entry, looked up): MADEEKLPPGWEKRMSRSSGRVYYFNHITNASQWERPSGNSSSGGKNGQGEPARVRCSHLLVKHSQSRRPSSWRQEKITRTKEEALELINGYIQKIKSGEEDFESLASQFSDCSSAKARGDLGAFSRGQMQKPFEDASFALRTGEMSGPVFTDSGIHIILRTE
* marks the source's active call; other numbers are inactive results; i = inactive; u = inconclusive; x = no result given; & = joins results of further samples; [ ] = remark or other dose. Unless noted, calls follow the shape of the dose curve; as a rule, active = well fitted curve in the direction sought with a large enough effect; inconclusive = small, poorly fitted or top-dose-only effect, or another doubt; inactive = no such curve, though single readings can be large; an effect the other way counts as inactive or inconclusive. Potency is read from the fitted curve at half-maximal effect. The list is partial; the hit share may differ from the screen's.

SMILES	Tb PGK inh	BAZ2B block	BLM helicase inh	Pol iota inh	GLS inhibitor	G9a inh	JMJD2A Tudor inh	HP1b binding inh	Pin1 inhibitor
COc1cccc(/C=N/NC(=S)Nc2cccnc2)c1	-8%	-16%	-3%	52%[activator]	12%	u	-29%	15%	-8%
N#C/C(=C\Nc1ccccc1SC(F)(F)F)c1nc(-c2ccc(F)cc2)cs1	-6%	19%	-3%	18%	-2%	-3%[59 µM]	-10%	35%	3%
COc1ccc(-c2cc(NC(=O)c3cncn3-c3ccccc3)ccc2OC)cc1	5%	u	-6%	31%[activator]	4%	u	u	-14%	9%
CCc1ccc(NC(=O)c2ccc3c(c2)nnn3CC)cc1	-2%	0%	-3%	3%	1%	-1%[59 µM]	-7%	7%	-6%
COc1ccc(N2CCN(C(=O)CCCC3=NS(=O)(=O)c4ccccc4N3)CC2)cc1	i	-32%	-4%	-8%	54%[activator]	u	-19%	41%[activator]	1%
O=C(CC1CCCCC1)Nc1nc2ccccc2s1	-3%	-13%	1%	4%	-6%	14%	-15%	2%	1%
CCc1[nH]nc(C(=O)N2CCCC(Nc3cccc(F)c3)C2)c1C (stereo not given)	-2%	-18%	-2%	9%	12%	x	-14%	18%	5%
CC(=O)Nc1ccc(S(=O)(=O)Oc2ccc(C(=S)N3CCC(O)CC3)cc2)cc1	i	-6%	2%	19%	-12%	18µM*	-10%	-11%	0%
CC(C)(C)c1ccc(OCCn2c(CCNC(=O)C3CCCCC3)nc3ccccc32)cc1	x	x	x	u	x	x	-17%[57.1 µM]	-3%[57 µM]	1%
COc1ccc(CCNC(=O)Nc2ccc3c(c2)OCO3)cc1OC	9%	1%	1%	1%	13%	x	-7%	26%	3%
CCN(CC)S(=O)(=O)c1ccc(NC2c3ccccc3C(=O)N2Cc2ccco2)cc1 (stereo not given)	9%	-25%	-4%	17%	1%	u	-22%	-5%	u
COc1ccc2nc(NC(=O)CS(=O)(=O)c3ccc(C)cc3)sc2c1	3%	-31%	0%	15%	-7%	-1%	-15%	62%[activator]	8%
Cn1nnnc1SCC(=O)NNC(=O)c1ccc(F)cc1	-10%	-17%	-5%	143%[activator]	4%	25%	-10%	19%	-5%
Cc1cc(-c2ccccc2)nc2cc(C(=O)NCc3ccco3)nn12	u	50µM*	-12%	u	-4%	50µM*	u	-2%	u
Cc1cc(SCc2ccc(Cl)cc2)nc(=O)[nH]1	i	-15%	-2%	9%	-1%	34%	-19%	5%[57 µM]	-2%
Cc1ccc(OCC(=O)OCC(=O)c2c(N)n(C)c(=O)n(C)c2=O)cc1C	0%	1%	-1%	9%	-14%	-6%[12.7 µM]	-2%	38%	-1%
OCCNc1nc(NCCC2=CCCCC2)nc(N2CCOCC2)n1	-5%	-34%	-3%	-1%	10%	7%[0.501 µM]	-1%	4%	-2%
CCC(CC)NC(=O)Cc1ccc(S(=O)(=O)N2CCOCC2)s1	-10%	-7%	-9%	u	1%	u	6%[57.1 µM]	40%	12%
COCCCNC(=O)CSc1nc2ccc(N3CCOCC3)cc2c(=O)n1CCc1ccccc1	i	x	x	-10%	-14%	x	-28%	22%	-5%
COc1cccc(N2CCN(C(=O)CN3C(=O)NC4(CCCC4)C3=O)CC2)c1	-10%	-29%	0%	12%	-3%	42%	-3%	25%	-5%
COc1ccc(NC2CCCN(C(=O)CCc3cn[nH]c3)C2)cc1 (stereo not given)	1%	-29%	-4%	17%	-4%	-7%	-25%	9%	0%
CC(C)(C)c1ccccc1OCCCCN1CCCC1	-5%	0%	-3%	-3%	-6%	-8%	-6%	33%	2%
Cc1cc(-c2n[nH]c(=S)n2/N=C/c2cccc([N+](=O)[O-])c2)n[nH]1	1%	-12%	1%	16%	0%	1.6µM*	7.9µM*	u	-14%
CC1CCc2onc(C(=O)N3CCN(c4cccc(C(F)(F)F)c4)CC3)c2C1 (stereo not given)	7%	24%[57.1 µM]	-4%	-7%	-15%	17%[59 µM]	32%	58%[activator]	u
O=C(Nc1cccc(-c2nc3cccnc3s2)c1)c1cccnc1Cl	6%	-24%	-9%	17%	-10%	6%	-17%	41%	1%
O=C(Nc1ccc(Cl)cc1)N1CCc2ccccc2C1	3%	u	-11%	2%	4%	u	18%	45%[activator]	-2%
Cc1ccccc1NC(=O)CN1CCC(n2nnc3ccccc32)CC1	-5%	-1%	-3%	-2%	5%	1%[12.7 µM]	-4%	28%	-10%
Cc1ccc(C(=O)N2CCCC(N3CCN(c4cccc(C(F)(F)F)c4)CC3)C2)s1 (stereo not given)	-4%	-27%[57.1 µM]	-7%	18%	15%	-15%	-26%	-1%[57 µM]	0%
O=C(Cn1nnc2c(cnn2-c2ccc(F)cc2)c1=O)Nc1ccccc1C(F)(F)F	-3%	-7%	-3%	-12%	1%	x	-12%	31%	0%
Cc1ccnc2nc(C(=O)OCC(=O)N3CCc4ccccc43)nn12	0%	1%	-3%	0%	2%	-3%	-11%	7%	8%

An excerpt from above in order of molar mass, high to low:
SMILES	Tb PGK inh	BAZ2B block	BLM helicase inh	Pol iota inh	GLS inhibitor	G9a inh	JMJD2A Tudor inh	HP1b binding inh	Pin1 inhibitor
Cc1ccc(C(=O)N2CCCC(N3CCN(c4cccc(C(F)(F)F)c4)CC3)C2)s1 (stereo not given)	-4%	-27%[57.1 µM]	-7%	18%	15%	-15%	-26%	-1%[57 µM]	0%
O=C(Cn1nnc2c(cnn2-c2ccc(F)cc2)c1=O)Nc1ccccc1C(F)(F)F	-3%	-7%	-3%	-12%	1%	x	-12%	31%	0%
COc1cccc(N2CCN(C(=O)CN3C(=O)NC4(CCCC4)C3=O)CC2)c1	-10%	-29%	0%	12%	-3%	42%	-3%	25%	-5%
O=C(Nc1cccc(-c2nc3cccnc3s2)c1)c1cccnc1Cl	6%	-24%	-9%	17%	-10%	6%	-17%	41%	1%
Cc1ccnc2nc(C(=O)OCC(=O)N3CCc4ccccc43)nn12	0%	1%	-3%	0%	2%	-3%	-11%	7%	8%
Cc1cc(-c2n[nH]c(=S)n2/N=C/c2cccc([N+](=O)[O-])c2)n[nH]1	1%	-12%	1%	16%	0%	1.6µM*	7.9µM*	u	-14%
O=C(Nc1ccc(Cl)cc1)N1CCc2ccccc2C1	3%	u	-11%	2%	4%	u	18%	45%[activator]	-2%
CC(C)(C)c1ccccc1OCCCCN1CCCC1	-5%	0%	-3%	-3%	-6%	-8%	-6%	33%	2%

The list continues.
SMILES	Tb PGK inh	BAZ2B block	BLM helicase inh	Pol iota inh	GLS inhibitor	G9a inh	JMJD2A Tudor inh	HP1b binding inh	Pin1 inhibitor
CCCCn1c(N)c(N(CCC(C)C)C(=O)C2CC(=O)N(c3ccc4c(c3)OCCO4)C2)c(=O)[nH]c1=O (stereo not given)	-1%	-8%	-2%	u	-6%	u	-16%	34%[57 µM]	u
CC(=O)c1c(C)oc2c1cc(NS(=O)(=O)c1ccc(Cl)c(C)c1)c1ccccc12	-2%	-12%	-5%	46%[activator]	-3%	-50%[59 µM]	-9%	20%	u
Cc1[nH]c(C)c(S(=O)(=O)NCCc2ccc(S(N)(=O)=O)cc2)c1C(=O)N1CCCC1	2%	-13%	4%	7%	14%	u	u	28%	-6%
Fc1cc2[nH]c(=S)[nH]c2cc1Cl	4%	-2%	-2%	16%	-1%	6.3µM*	-11%	8%	3%
NC(N)=Nc1nc2ccc(Cl)cc2c(=O)[nH]1	2%	-25%	2%	15%	8%	-42%	-11%	28%	-1%
CCCC[C@@H]1C[C@H]1[C@@H](NC(=O)c1ccco1)c1ccccc1C(F)(F)F	-7%	x	x	20%	1%	x	-14%	27%	1%
COC(=O)c1cccc(NC(=O)CSc2nc(C)cc(=O)[nH]2)c1	-1%	u	-7%	u	-17%	-40%[59 µM]	-21%	24%	2%
Cc1ccc[n+](CC(=O)Nc2nc3ccccc3s2)c1	-1%	u	15%	1%	7%	-20%	-1%	43%[activator]	-1%
CC(C)N1C(=O)/C(=C\c2nc3ccccc3c(=O)[nH]2)c2ccccc21	-12%	32µM*	-12%	u	15%	25µM*	u	u	-2%
Cc1cc(-c2ccc(C)c(S(=O)(=O)NCC3CCN(Cc4ccccc4F)CC3)c2)on1	2%&-3%	-20%[57.1 µM]	-10%&3%	61%&24%[activator]	-5%&-13%	12%	-34%&-27%	27%&29%	-8%&-2%
COc1ccccc1-n1c(=O)c2c3c(sc2n2c(SC)nnc12)CCC3	0%	x	x	14%	-1%	x	3%	33%	-6%
Clc1ccc(Oc2cnns2)c(Cl)c1	6%	15%	-4%	15%	-8%	7%[12.7 µM]	19%	61%	-3%

Screens deposited in PubChem BioAssay by National Center for Advancing Translational Sciences (NCATS).
